FN deposit inh: fibronectin deposition inhibition; AH1F fibroblasts, Alexa488-fibronectin deposition fluorescence, overnight; inhibition, % at 12.6 µM; actives 0.086% (n = 350,000);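 active = mean inhibition across replicates of 30% or more, regardless of how many single replicates reach that level; inconclusive = mean under 30% yet at least half of replicates reach 30%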;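 note: positive control wells lacked labelled fibronectin entirely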
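Assay system: AH1F fibroblasts / Quantity: 10000 cells per well / Medium: DMEM plus 2% serum, read in PBS / Reagent: labelled fibronectin 24 nM / Dosing: single dose, pinned / Times: 1 h cell attachment, overnight exposure to compound and label / Signal: fluorescence, ex 485 nm, em 525 nm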
miR122 inh: miR-122 inhibition in Huh7 cells. AID 602342. actives 0.3% (n = 340,000). activation (reporter increase), % at 12.5 µM. Huh7 miR-122 Renilla luciferase sensor, 48 h; neutral wells = 0, positive control = 100;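 active = mean replicate activation score at least 90 and every replicate individually at or above 90; inconclusive = only one of the two criteria met; inactive = neither criterion met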;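 note: higher luciferase means less miR-122 activity so hits act as miR-122 inhibitors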
DENV2 CPE: protects cells from dengue virus 2 cytopathic effect; actives 1.7% (n = 350,000); CPE inhibition, % at 9.99 µM; DENV2-infected cells, cytopathic effect rescue, plate reader; in the data active = CPE inhibition above about 20%, passing the limit was not always enough; inconclusive = no clear call, values can overlap the other calls; tested in BHK-21 cells;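 note: 0% = median of neutral control wells and 100% = median of positive control wells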
GSIS activator: GLuc luminescence reporter in INS-1E cells, primary screen for activators of glucose-dependent secretion of insulin | activation, % at 16.6 µM | actives 0.61% (n = 370,000) | INS-1E GLuc reporter insulin secretion, 2-3 h;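 active = lowest replicate activation of at least 40%, so every replicate reaches that level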;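 note: 0% = median of neutral control wells and 100% = median of IBMX positive control wells; some compounds called inactive have numbers as strong as hits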
CFTR F508del cor: CFTR F508del correction in bronchial cells; CFBE cells, YFP halide quenching; stimulated with forskolin plus potentiator P3; % fluorescence drop versus neutral controls; actives 0.36% (n = 350,000); activity (quench increase), % at 7.58 µM;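 active = mean added fluorescence quench of at least 8% versus neutral control, with both replicates also reaching 8%; inconclusive = only one of the mean or replicate conditions met; inactive = mean below 8% and not both replicates reaching 8%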;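 note: cells transiently co-express mutant CFTR-F508del with the halide-sensitive YFP; corrector assay measuring rescue of mutant channel to the surface after 24 h compound exposure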
EWS-Fli block: blocks EWS/Fli oncoprotein-driven transcription; A673 NR0B1-luciferase reporter, viability-normalised; inhibition, % at 12.6 µM; actives 0.67% (n = 350,000); AID 651661;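 active = mean inhibition of at least 50% after viability correction, with every replicate also passing that limit; inconclusive = mean reaches 50% but only one of two replicates passes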;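 note: firefly luciferase signal divided by Alamar Blue viability fluorescence both relative to DMSO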
PAX8 reporter: lowers PAX8-driven luciferase in RMG-I cells. actives 1.2% (n = 360,000). inhibition, % at 12.6 µM. AID 652154. RMG-I TPO-luciferase reporter, SteadyGlo, 24 h;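 active = mean replicate inhibition at least 60% with every replicate also reaching 60%; inconclusive = only one of the two criteria is met; inactive = mean below 60% and not all replicates reaching 60%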;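 note: luciferase light reporting Pax8 driven TPO promoter activity; plate controls were median of neutral control wells for no effect and mitoxantrone controls for full effect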
* hit, by the source's call; ? = inconclusive; / = no result given; [ ] = another dose, or the depositor's remark.

SMILES	FN deposit inh	miR122 inh	DENV2 CPE	GSIS activator	CFTR F508del cor	EWS-Fli block	PAX8 reporter
COC(=O)C[C@@H]1C[C@H]2c3cc(NC(=O)Nc4ccccc4)ccc3O[C@H]2[C@@H](CO)O1	/	1[16.7 µM]	-7	29	-2.5	2	-15
CCCCC(CC)CNC(=O)CCS(=O)(=O)c1cccc2nsnc12 (centres undefined)	-8	4	/	/	/	/	8
CCOC(=O)C1(Cc2cccc(OC)c2)CCN(CC(O)CO)CC1 (centres undefined)	6	-2	1	-17	-4.3	-1	29
Cc1nnc(SCC(=O)Nc2ccc3c(c2)OCCO3)n1CC1CCCO1 (centres undefined)	-13	1	/	/	/	/	-14
CC(=O)OC1c2ccccc2C(=O)N1c1ccccc1C (centres undefined)	-3	-2	10	/	-0.3	-3	-5
CC(C)N1C(=O)C2(OCCCO2)c2cc(Br)ccc21	7	4	4	11	-4.2	16	-20
COc1cccc(NC(=O)c2cc(-c3ccc(C)o3)nc3ccccc23)c1	/	-10	-5	6	-0.8	/	-6
O=C(c1ccccc1F)N1CC2(C1)[C@@H](c1ccccc1)[C@@H](CO)N2CC1CCOCC1	5	/	7	14	-0.1	13	/
O=C1OCCN1N1CCOC1=O	2	-2	6	7	0.5	-3	/
C[C@@H]1CN([C@H](C)CO)C(=O)CCCn2nncc2CO[C@@H]1CN(C)C(=O)Nc1cccc(C(F)(F)F)c1	-4	7[16.7 µM]	-2	-19	-1.1	-10	14
CN(C(=O)CSc1nnc(-c2cccs2)n1C1CC1)C1CCS(=O)(=O)C1 (centres undefined)	/	15	37*	-22	-4.5	-7	-8
COCCNC(=O)CN1CCOc2ccccc21	6	2	14	-17	-0.4	-3	9
NS(=O)(=O)c1ccc(CCNC/C=C/c2ccccc2)cc1	-9	-9	-3	-1	4.3	0	6
C[C@H](NC(=O)C[C@@H]1CC[C@@H](NC(=O)c2cccnc2)[C@H](CO)O1)c1ccccc1	3	0[16.7 µM]	-4	-1	2.3	-3	-23
O=C(Nc1nc2ccccc2n1CCN1CCOCC1)c1ccc(Cn2cc([N+](=O)[O-])cn2)o1	6	4	-1	14	0.6	-2	2
COc1cccc(C(C(=O)NC2CCCCC2)N(Cc2ccco2)C(=O)c2ccccn2)c1 (centres undefined)	-2	/	-6	-4	2.8	7	13
CC1Cc2ccccc2N1C(=O)COC(=O)c1n[nH]c(=O)c2ccccc12 (centres undefined)	0	/	-5	7	-0.6	3	-3
O=C(C1CCC1)N1CCCCN2[C@@H](CO)[C@@H](c3ccc(-c4cccc(F)c4)cc3)[C@@H]2C1	/	-3[16.7 µM]	-4	/	0.9	-2	2
COc1ccc(N2CCN(CCCNC(=O)Cn3c(=O)c4cccn4c4cccnc43)CC2)cc1	-4	8	-7	-1	1.6	8	-21
O=C(NC1CCCC1)c1cccc(Oc2ccccc2)c1	/	1	6	0	0.0	-26	-31
CCC(C)(C(=O)NC1CCCC1)N(C(=O)CC1NC(=O)NC1=O)c1c(C)n(C)n(-c2ccccc2)c1=O (centres undefined)	-15	-5	11	5	-0.8	18	13
C/C=C(/CCC1NCCc2c1[nH]c1ccccc21)[Si](C)(C)C (centres undefined)	1	3	-9	/	4.1	-3	3
O=C(C1CCC(=O)N(C2CCCC2)C1)N1CCN(Cc2cccc(Cl)c2)CC1 (centres undefined)	-3	-5	-3	/	1.1	-1	5
Cc1ccc(C(O)C(=O)c2ccco2)cc1 (centres undefined)	11	-4	1	-1	1.3	-1	-12
COc1ccc(CC(=O)N(C)C2CCCCC2)cc1S(=O)(=O)N1CCOCC1	-19	/	5	17	0.4	-2	-7
CC(=O)N1[C@@H]2Cn3c(ccc(-c4ccccc4F)c3=O)[C@H]1[C@@H](C(=O)N1CCOCC1)[C@@H]2CO	/	-2[16.7 µM]	12	11	0.0	1	-10
COc1ccc2c(c1)[C@H]1[C@H](CO2)[C@H](c2ccccc2)[C@]2(C)C(=O)Nc3ccccc3C(=O)N12	6	-10	-9	-30	-2.2	31	2
C[C@H]1CN([C@@H](C)CO)C(=O)c2cc(NC(=O)Nc3ccccc3)ccc2O[C@@H]1CN(C)C	/	7[16.7 µM]	?	9	1.5	/	-5
CN(C)c1nc(NCc2ccccc2)nc(N/N=C/c2ccc3c(c2)OCO3)n1	0	/	/	-23	/	/	8
COC(=O)C1CCCCN1C(=O)CCc1nnc(CCc2c[nH]c3ccccc23)o1 (centres undefined)	-5	/	-2	-4	-1.5	4	24
CCOc1cccc(C(=O)N/N=C/c2ccoc2)c1	6	-1	?	12	-1.1	-35	-32
CC(=O)NCCOc1nc(N(C)C)nc(N2CCOCC2)n1	-6	-3	/	/	/	/	-15
O=C(C(c1ccccc1)c1ccccc1)N1CC[C@@]2(O)CCCC[C@H]2C1	-3	6	-2	-9	-1.5	-1	-13
CCOC(=O)CCc1nc2ccccc2[nH]c1=O	-14	4	/	/	/	/	2
CN(C)Cc1ccccc1CNC(=O)c1ccc(Cl)c(S(=O)(=O)NC2CC2)c1	-4	-10	-5	/	3.7	-12	-14
COc1ccc(-c2cnc3c(c2)C(=O)N([C@@H](C)CO)C[C@@H](C)[C@@H](CN(C)C)O3)cc1	-1	64[16.7 µM]	6	4	0.9	-12	/
COc1ccc(-c2cc(=O)oc3cc(OCC(=O)NCC(O)c4ccccc4)ccc23)cc1 (centres undefined)	/	-5	-5	10	3.0	-4	/
COC(=O)CSc1nc2ccc(NC(=O)CSc3nnnn3Cc3ccccc3)cc2s1	3	7	/	-12	/	/	43
O=C(Nc1ccc(S(=O)(=O)N2CCOCC2)cc1)C1CCN(S(=O)(=O)c2ccc(Cl)cc2)CC1	0	/	9	-4	0.3	19	21
COc1ccc(CSc2ccc(S(=O)(=O)N3CCCCC3)cn2)cc1F	-8	-2	9	1	-2.5	-2	-1
NC(=O)c1ccsc1NC(=O)COC(=O)CNC(=O)c1ccc(Cl)cc1	1	0	-3	50*	-1.8	10	8
Cc1ccccc1S(=O)(=O)N1C[C@@H](O)COC[C@H]2O[C@@H](CC(=O)NCCc3ccccc3)CC[C@@H]21	-2	-4[16.7 µM]	-2	1	-0.8	6	3
COC(=O)[C@@H]1N=C(c2ccc(OCCCO)cc2)O[C@@H]1c1ccccc1N=[N+]=[N-]	/	/	10	/	-0.7	-68	-89
COc1ccc(-c2cc(C(=O)N3CCN(Cc4ccc5c(c4)OCO5)CC3)on2)cc1OC	-4	-16	0	0	-1.1	/	13
Cc1nc2ccc(C(=O)NCCCn3ccnc3)cn2c1N(C)C(=O)CCc1ccccc1	0	-1	-3	23	3.0	0	6
Cc1ccc(CSc2ccc(-c3ccc4c(c3)OCO4)nn2)cc1	1	/	-10	0	/	-17	-29
COc1ccccc1-c1ccc2c(c1)O[C@H](CN(C)S(=O)(=O)c1ccccc1)[C@@H](C)CN([C@H](C)CO)S2(=O)=O	-11	7[16.7 µM]	0	-1	-2.9	17	-2
CC1C(=O)N(c2ccc(S(=O)(=O)N(C)C)cc2)C1(/C=C/c1ccccc1)C(=O)NC1CCCC1 (centres undefined)	1	-4	/	-9	-2.2	-1	10
Cn1c(C(=O)NC2CCCCCC2)cc2c(=O)n(C)c3ccccc3c21	-9	2	14	-6	-0.9	-11	-8
CN(C(=O)CSc1ncnc2sc(-c3ccccc3)cc12)C1CCS(=O)(=O)C1 (centres undefined)	-7	/	/	11	/	/	-4
Cc1noc(C)c1NC(=O)N(C)C[C@H]1Oc2ccc(NC(=O)C3CCCCC3)cc2CC(=O)N([C@H](C)CO)C[C@H]1C	0	1[16.7 µM]	12	32	-3.4	-1	-13
CCN1/C(=C\C=C(C(C)=O)C(C)=O)Sc2ccccc21	5	/	-5	-24	-5.2	-17	3
CC(C)(C)OC(=O)[C@H](Cc1ccccc1)NC(=O)c1nc[nH]c1C(=O)NC1CCNCC1	-12	-1	-9	4	-3.6	5	0
S=C(NCCCN1CCOCC1)Nc1cccc(Cl)c1	-5	/	11	-9	1.7	-7	-15
COCCNC(=O)C[C@@H]1CC[C@@H]2[C@H](COC[C@@H](O)CN2C(=O)Nc2ccccc2OC)O1	-2	-2[16.7 µM]	-1	3	1.9	/	/
CC(=O)N1CCN(c2ccc(NC(=O)c3ccccc3)cc2)CC1	-3	-17	3	3	-3.8	-61	-1
COCCNC(=S)NCc1ccc2[nH]c3c(c2c1)CCCC3	3	1	33*	/	0.4	-50	0
CN(CC(=O)Nc1ccc(F)c(F)c1F)c1ncnc2sccc12	0	-3	31*	-11	-2.1	1	7
O=C(C[C@H]1CC[C@H]2[C@@H](COC[C@H](O)CN2Cc2ccc(Oc3ccccc3)cc2)O1)N1CCN(c2ccccc2)CC1	3	-17[16.7 µM]	2	-15	3.0	19	45
Cc1ccc(C)c(NC(=O)CCN2CCC(C)CC2)c1	-4	-1	1	-9	-0.1	6	-4
Other compounds:
SMILES	FN deposit inh	miR122 inh	DENV2 CPE	GSIS activator	CFTR F508del cor	EWS-Fli block	PAX8 reporter
CCCNC(=O)N1[C@H](CO)[C@H](c2ccccc2)[C@H]1CNC(=O)C1CC1	-9	/	0	-3	-1.6	/	/
N#CC1=C(N)Oc2cc(O)c(C=Nc3ccccc3)cc2C1c1ccccc1 (centres undefined)	-2	/	6	-37	3.6	-5	32
CC(C)OC(=O)CCCCCN1C(=O)CSC1=S	1	0	/	/	/	/	-6
O=C(NCc1cccs1)C1CCCN(S(=O)(=O)c2ccc3c(c2)OCO3)C1 (centres undefined)	6	11	/	-5	/	/	/
CC(C)(C)OC(=O)N[C@@H](Cc1ccccc1)c1nnc(SCC(N)=O)o1	12	0	3	-1	-0.8	-6	-4
CCc1cc2c(SCC(=O)N(CC)c3c(N)n(Cc4ccccc4)c(=O)[nH]c3=O)ncnc2s1	2	-7	-4	4	1.4	-8	6
Cc1noc(C)c1S(=O)(=O)N(C)C[C@@H]1OCCCC[C@@H](C)Oc2ccc(NC(=O)Cc3ccccc3)cc2C(=O)N([C@H](C)CO)C[C@@H]1C	/	3[16.7 µM]	-1	-4	-1.9	-11	-22
CC(=O)c1ccc(NC(=S)NCCCN2CCOCC2)cc1	3	-3	-2	-4	-0.9	-5	-9
CC(C)CC#Cc1ccc2c(c1)O[C@H](CN(C)C(=O)c1ccccc1)[C@H](C)CN([C@H](C)CO)S2(=O)=O	/	-42[16.7 µM]	-11	-35	-1.4	18	/
O=C(C[C@@H]1C=C[C@@H](NC(=O)c2ccc3c(c2)OCO3)[C@H](CO)O1)NC1Cc2ccccc2C1	-13	/	14	1	-0.1	1	7
CC1=NC(Nc2nc(C)c3ccccc3n2)=NC(C)(C)C1	-9	-7	/	/	/	/	1
CC12CCC(=O)N1C(C(=O)NNC(=O)c1ccccc1F)CS2 (centres undefined)	4	-4	-3	14	-0.7	4	3
Cc1cc(Nc2cc(Cl)cc(Cl)c2)cc(=O)n1-c1cc(Cl)cc(Cl)c1	-2	/	-2	/	2.7	10	3
CSc1ccccc1NC(=S)Nc1ccccc1C(F)(F)F	-14	-4	/	/	/	/	10
COc1ccccc1-c1cn(CC[C@@H]2CC[C@H](NC(=O)Cc3ccccn3)[C@@H](CO)O2)nn1	4	/	-5	-14	-2.1	1	8

Complete entries, quoted from the list. Order of values: FN deposit inh | miR122 inh | DENV2 CPE | GSIS activator | CFTR F508del cor | EWS-Fli block | PAX8 reporter
Listed for `CCCNC(=O)N1[C@H](CO)[C@H](c2ccccc2)[C@H]1CNC(=O)C1CC1` : -9 | / | 0 | -3 | -1.6 | / | /
Listed for `Cc1cc(Nc2cc(Cl)cc(Cl)c2)cc(=O)n1-c1cc(Cl)cc(Cl)c1` : -2 | / | -2 | / | 2.7 | 10 | 3
Listed for `CC(C)OC(=O)CCCCCN1C(=O)CSC1=S` : 1 | 0 | / | / | / | / | -6
Listed for `CC12CCC(=O)N1C(C(=O)NNC(=O)c1ccccc1F)CS2` (centres undefined) : 4 | -4 | -3 | 14 | -0.7 | 4 | 3
